NSD2 HMT inh: inhibitors of human histone methyltransferase NSD2; O96028; NSD2 peptide methylation, AlphaScreen, 120 min; inhibition, % at 12.5 µM; 0.54% of 310,000 active; AID 743445; in the data active = inhibition above about 50%
Target sequence (O96028 whole entry, looked up): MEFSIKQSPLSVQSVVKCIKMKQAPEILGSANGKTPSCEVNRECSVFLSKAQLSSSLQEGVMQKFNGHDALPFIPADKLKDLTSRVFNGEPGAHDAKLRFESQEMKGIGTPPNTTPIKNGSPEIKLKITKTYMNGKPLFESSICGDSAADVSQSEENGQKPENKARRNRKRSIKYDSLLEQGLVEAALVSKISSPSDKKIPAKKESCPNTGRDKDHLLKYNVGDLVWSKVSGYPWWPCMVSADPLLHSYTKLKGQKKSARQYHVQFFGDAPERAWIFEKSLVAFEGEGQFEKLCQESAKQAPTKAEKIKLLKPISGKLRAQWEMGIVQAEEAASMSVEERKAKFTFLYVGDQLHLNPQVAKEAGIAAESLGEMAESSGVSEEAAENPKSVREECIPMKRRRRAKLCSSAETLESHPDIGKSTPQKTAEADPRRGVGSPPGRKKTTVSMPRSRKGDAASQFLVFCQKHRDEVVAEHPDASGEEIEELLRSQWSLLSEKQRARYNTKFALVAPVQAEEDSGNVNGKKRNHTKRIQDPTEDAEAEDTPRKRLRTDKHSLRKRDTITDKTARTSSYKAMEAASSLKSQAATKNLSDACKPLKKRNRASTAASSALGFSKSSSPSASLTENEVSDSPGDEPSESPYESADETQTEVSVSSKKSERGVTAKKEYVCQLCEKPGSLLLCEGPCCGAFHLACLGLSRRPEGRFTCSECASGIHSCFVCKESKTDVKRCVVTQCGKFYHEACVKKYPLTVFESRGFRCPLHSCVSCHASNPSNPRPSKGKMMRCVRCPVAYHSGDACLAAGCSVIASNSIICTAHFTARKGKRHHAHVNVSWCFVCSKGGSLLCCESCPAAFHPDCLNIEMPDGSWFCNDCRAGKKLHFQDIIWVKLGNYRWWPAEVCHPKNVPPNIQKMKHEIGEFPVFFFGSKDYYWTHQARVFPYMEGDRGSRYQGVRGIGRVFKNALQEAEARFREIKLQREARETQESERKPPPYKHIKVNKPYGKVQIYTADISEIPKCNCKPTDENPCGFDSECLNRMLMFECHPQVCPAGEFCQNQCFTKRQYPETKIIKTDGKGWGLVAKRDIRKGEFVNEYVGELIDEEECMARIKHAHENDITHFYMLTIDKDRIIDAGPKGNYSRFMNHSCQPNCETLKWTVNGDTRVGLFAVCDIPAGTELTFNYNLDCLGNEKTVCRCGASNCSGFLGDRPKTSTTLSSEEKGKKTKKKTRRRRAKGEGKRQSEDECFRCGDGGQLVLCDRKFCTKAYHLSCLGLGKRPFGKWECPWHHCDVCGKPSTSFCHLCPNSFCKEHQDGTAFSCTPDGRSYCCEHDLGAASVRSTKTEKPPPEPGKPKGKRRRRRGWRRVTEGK
Cardiac RTF inh: cardiac RTF calcium desensitization. 0.12% of 340,000 active. P19429+P45379. IANBD-labeled cardiac RTF, Ca2+ fluorescence. inhibition, % at 7.15 µM;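 active = inhibition above the mean inhibition of all tested compounds plus 3 SD, cut at about 17% in these data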;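 also: assay run at fixed EC70 calcium of 1.6 mM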
C-LANA FP: blocks KSHV LANA C-terminal domain binding to DNA; MBP-C-LANA/FAM-LBS DNA binding, fluorescence polarization; inhibition, % at 9 µM; 0.078% of 340,000 active;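 active = highest replicate inhibition at or above 60% at 9 µM, even if other replicates fall short; inactive = all replicates below 60% inhibition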;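 also: 0% = neutral control wells and 100% = 4 µM acridine orange control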
Keap1 Nrf2 FP: inhibitors of human Keap1-Nrf2 protein-protein interaction; 0.15% of 340,000 active; inhibition, % at 9.4 µM; Q14145; Keap1 Kelch-Nrf2 peptide fluorescence polarization, 1536-well; in the data active = inhibition above about 12%;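 also: human Keap1 Kelch domain with fluorescein labeled Nrf2 9mer peptide probe; 0% = neutral control wells and 100% = peptide positive control; higher means more block of Keap1 binding to Nrf2 peptide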
CAL PDZ FP-1: CAL PDZ (human) peptide binding inhibition; Q9HD26; 0.92% of 300,000 active; purified CAL PDZ, TMR-peptide fluorescence polarization, 1 h; inhibition, % at 24.9 µM; AID 602252;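 active = mean inhibition of at least 30% with at least half of replicates also reaching 30%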;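 also: 0% = DMSO neutral control and 100% = excess unlabeled competitor peptide PRC23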
CAL PDZ FP-2: blocks peptide binding to human CAL PDZ domain; 0.02% of 330,000 active; Q9HD26; AID 504414; inhibition, % at 20 µM; purified CAL PDZ, TMR-peptide fluorescence polarization, 1 h;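 active = highest replicate inhibition of at least 40%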;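 also: plate controls were DMSO neutral control wells for no effect and unlabeled competitor peptide control wells for full effect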
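material = purified tagged CAL PDZ domain construct (CerCALP) | compound dosing = 20 µM, one dose | times = 1 h at RT | measured by = fluorescence polarization from S- and P-plane intensities, G-factor corrected | read-out = inhibition from polarization loss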
Arrestin-AP2 inh: blocks beta-arrestin peptide binding to AP2 adaptin; FITC-arrestin peptide / GST-AP2 beads, flow cytometry; AP2 beta2 appendage carries R879A mutation; inhibition, % at 10 µM; 0.31% of 340,000 active; AID 504490;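 active = inhibition above a set limit, near 3 SD of compounds lacking own fluorescence, cut at about 54% in these data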;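 also: plate controls were DMSO wells for no effect and 5 µM unlabelled arrestin peptide for full effect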
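Assay system: GST-AP2 R879A bound to glutathione beads, E. coli-expressed; Medium: PBS with 0.05% Tween 20 and 0.1% BSA; Also added: fluorescein-tagged arrestin peptide at 50 nM final; Timing: 12 min plus 1 h, RT; Measured by: flow cytometry, FL1 (488/535 nm); Evaluation: percent drop in bead-associated FITC signal.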
DAGLB inh: blocks human DAGLB lipase activity. Q8NCG7. HEK293T DAGLB membrane lysate, EnzChek fluorogenic substrate. inhibition, % at 5.17 µM. 0.059% of 340,000 active. AID 504411; in the data active = inhibition above about 34%;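 also: 0% = enzyme with vehicle and 100% = wells lacking enzyme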
Pemphigus Ab inh: blocks pemphigus antibody binding to human desmoglein-3; P32926; DSG3-coupled beads, scFv-anti-DSG3-GFP binding, flow cytometry; stronger effect = lower value; binding (percent of control), % at 10 µM; 0.48% of 310,000 active; AID 588358;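 active = binding more than 3 SD below its plate's average and above zero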;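 also: hits lower antibody fragment binding to DSG3; some compounds called inactive have numbers as strong as hits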
V-ATPase pHluor: alters yeast V-ATPase proton transport | S. cerevisiae, pHLuorin cytosolic pH fluorescence | response, % at 10 µM | AID 504577 | 0.37% of 350,000 active; in the data active = response mostly above about 7.3%, no sharp cut-off; inactive = mostly below about 5.4%; also: actives read high; inactives centre near 0; some compounds called inactive have numbers as strong as hits; reference of the scale not given here
* marks the source's active call; other numbers are inactive results; / = not tested or not shown.

molecule	NSD2 HMT inh	Cardiac RTF inh	C-LANA FP	Keap1 Nrf2 FP	CAL PDZ FP-1	CAL PDZ FP-2	Arrestin-AP2 inh	DAGLB inh	Pemphigus Ab inh	V-ATPase pHluor
Cc1ccc(S(=O)(=O)Oc2ccc(/C=C(/NC(=O)c3ccccc3)C(=O)NCCC(=O)O)cc2)cc1	-1	0	1.2	0	1	-0.7	10	-1	101	-1
CCCCCn1nc(C(=O)N(CC)c2c(N)n(CCCC)c(=O)[nH]c2=O)c2ccccc2c1=O	-1	0	-1.5	2	45*	4.2	-6	6	89	3
COc1cc2cc(C(c3nnnn3C3CCCC3)N3CCc4ccccc43)c(=O)[nH]c2cc1OC (centres undefined)	-5	-7	-1.4	-6	/	-1.2	9	3	97	2
COc1ccccc1CNS(=O)(=O)c1csc(C(N)=O)c1	13	-1	0.4	-3	-2	-1.5	14	-2	104	-1
COC(=O)C1=CNC=C(C(=O)OC)C1c1ccc(Cl)cc1	-27	2	0.7	0	-6	-1.6	5	-1	/	0
Cc1ccc(NCc2nnc(SCC(=O)NCCc3ccccc3)n2C)cc1	-5	-3	-0.8	-3	-7	/	9	2	96	-1
Cc1cccc(-n2ncc3c(NCCc4ccc(S(N)(=O)=O)cc4)ncnc32)c1	/	1	-2.0	-6	/	-3.6	-4	-3	103	-3
Cc1cc(C)c(S(C)(=O)=O)c(Oc2ccc(F)cc2)n1	5	4	-0.8	-3	9	-0.3	3	-1	102	-11
Cc1nc2ccc(NC(=O)Cc3cccc(F)c3)cc2s1	-2	-10	0.0	-7	-2	-2.4	-27	0	109	4
Cc1cc(C)nc(NC(=O)c2ccc(COc3ccccc3Cl)cc2)c1	-3	-13	-0.7	0	3	-1.0	3	-4	92	2
Cc1onc(-c2ccccc2Cl)c1C(=O)NCC1CCCO1 (centres undefined)	23	-47	-0.5	1	1	-0.1	21	6	102	2
C=CCOc1ccc(S(C)(=O)=O)cc1	0	-13	-0.6	-2	11	-0.5	6	-1	95	5
Cc1cccc(C2=NOC(=O)/C2=C\c2ccccc2F)c1	/	-7	-9.1	-3	/	-1.9	47	1	102	-3
COc1ccc(NC(=O)CCOc2ccccc2C)cc1S(=O)(=O)N1CCCCC1	2	-3	-0.2	-4	-3	-2.9	3	-4	93	-2
O=C(Cn1cnc2ccccc21)NC(c1ccccc1)c1ccccc1	8	3	-1.6	-4	5	/	1	1	102	-6
O=C1CC(c2ccco2)CC(O)=C1C=Nc1cc(Cl)cc(Cl)c1 (centres undefined)	/	-4	2.0	3	2	0.3	-4	-2	105	2
O=c1oc(/C=C/c2ccc([N+](=O)[O-])s2)nc2ccccc12	3	-6	0.4	-3	/	0.6	6	-3	113	1
Cc1ccc(N(CC(=O)N2CCCC2)S(C)(=O)=O)cc1C	-1	-6	-1.3	0	1	-0.2	0	-1	127	-2
Cc1nnc(SC(C)C(=O)NC2CCCCC2C)s1 (centres undefined)	-2	-1	-0.2	4	/	-0.1	-1	1	96	4
O=C(CSc1nc2ccccc2o1)N1c2ccccc2Sc2ccccc21	-5	3	-1.0	-1	/	-0.5	9	-9	116	-2

3 compounds from above with just Keap1 Nrf2 FP:
Compound	Keap1 Nrf2 FP
COc1ccc(NC(=O)CCOc2ccccc2C)cc1S(=O)(=O)N1CCCCC1	-4
Cc1nc2ccc(NC(=O)Cc3cccc(F)c3)cc2s1	-7
Cc1cc(C)nc(NC(=O)c2ccc(COc3ccccc3Cl)cc2)c1	0

(next part)
molecule	NSD2 HMT inh	Cardiac RTF inh	C-LANA FP	Keap1 Nrf2 FP	CAL PDZ FP-1	CAL PDZ FP-2	Arrestin-AP2 inh	DAGLB inh	Pemphigus Ab inh	V-ATPase pHluor
CC(C)Oc1ccc(/C=N/NC(=O)c2ccc(N(Cc3ccccc3)S(C)(=O)=O)cc2)cc1	-3	-13	-0.7	4	-1	-2.1	4	1	101	3
CC(C)(C)OC(=O)CNC(=O)c1nc[nH]c1C(=O)NCc1ccccc1	/	-12	-0.8	-2	-3	-0.3	6	-2	102	-3
COc1cc(S(=O)(=O)Nc2ccc3cn[nH]c3c2)ccc1Cl	-1	0	0.5	-1	-5	-0.4	47	-3	100	-1
CN1CCc2c(sc3c2C(=O)NC(c2ccccc2)N3)C1 (centres undefined)	5	-18	7.4	-4	-8	-0.5	-7	-2	108	-2
OCCNC(=S)Nc1cccc(Cl)c1Cl	-1	-9	1.8	-3	-4	-0.7	12	1	/	-2
Cc1ccc(-c2csc3ncnc(Sc4nnc(CN5CCCCCC5=O)o4)c23)cc1	1	-12	-1.4	-13	4	-1.2	2	-2	97	1
O=C(CSc1nnc(CNC(=O)c2ccccc2F)o1)NC1CCCC1	-8	-1	-0.3	-3	37*	-0.4	-13	0	100	4
CC(C)[C@H](NC(=O)c1ccc(Br)cc1)C(=O)NC1CCCCC1	-3	-4	0.3	2	86*	0.4	-13	-1	/	0
O=C(CSc1nc2cc(Cl)ccc2c(=O)n1Cc1ccco1)Nc1ccc(S(=O)(=O)N2CCOCC2)cc1	0	6	1.5	-4	-4	-2.8	20	-4	103	-3
COc1ccccc1Nc1nnc(SCc2cc(=O)n3cc(C)ccc3n2)s1	3	-6	0.6	-5	-3	-1.6	-9	1	88	0
O=C1CCCN2N=C(SCC(=O)Nc3cccc(Cl)c3)SC2=N1	-3	-5	1.3	-2	-6	-4.5	4	1	107	-2
CCC(C)NS(=O)(=O)c1ccc(NC(=O)c2cccs2)cc1 (centres undefined)	0	-6	2.7	-7	1	-26	-17	0	103	-2
CCN(CC)CCNC(=O)c1cn(CC)c2ccc(S(=O)(=O)N(C)C3CCCCC3)cc2c1=O	19	-5	0.0	-2	-2	0.1	16	0	103	-3
CCOC(=O)c1c(C)[nH]c(C(=O)OCC(O)=C(C#N)c2nc3ccccc3[nH]2)c1C	-1	-4	-2.0	-3	-2	-1.8	12	3	93	1
CC(NC(=O)Nc1ccccc1O)(C(F)(F)F)C(F)(F)F	1	-8	0.5	-3	-1	-0.2	13	0	99	2
COc1cc(C(=O)N2CCN(C(=O)Cc3ccccc3)CC2)cc(OC)c1OC	0	-12	-2.1	4	-3	0.3	-5	1	/	3
COC(=O)c1cc(C)sc1NC(=O)c1ccco1	-2	1	-0.7	-3	/	-0.9	18	-5	/	-2
COc1cccc(C2(CSc3nnc(-c4cc(OC)c(OC)c(OC)c4)o3)OCCO2)c1	-5	-15	0.5	-2	-1	-2.2	0	-7	105	2
COc1ccc(N2CCN(C(=O)COC(=O)c3ccc(CSC)o3)CC2)cc1	0	-11	0.0	2	/	0.1	46	2	99	4
O=C(N=C1SC2CS(=O)(=O)CC2N1c1ccc(Cl)c(Cl)c1)C1CCCO1 (centres undefined)	1	3	-1.8	-4	5	-1.3	-3	0	101	-1

Carrying on.
molecule	NSD2 HMT inh	Cardiac RTF inh	C-LANA FP	Keap1 Nrf2 FP	CAL PDZ FP-1	CAL PDZ FP-2	Arrestin-AP2 inh	DAGLB inh	Pemphigus Ab inh	V-ATPase pHluor
COc1cccc(NCc2cc3c(C(C)(C)C)nn(-c4ccccc4)c3[nH]c2=O)c1	7	5	-0.9	-2	-4	-0.2	21	-2	103	2
COC(=O)c1cc2c(ccn2-c2ccc(F)cc2)n1CC(=O)OC(C)C	-3	0	-0.3	-5	3	-2.1	-53	-3	95	1
CC(NCc1cc(Br)ccc1OCC(N)=O)C12CC3CC(CC(C3)C1)C2 (centres undefined)	31	-6	-0.6	-5	0	-1.1	-8	0	112	1
COc1ccc(C(=O)O/N=C(\N)c2ccccc2)c(OC)c1	3	-10	0.1	1	-2	-2.4	1	-6	99	2
COc1ccc(NC(=O)CCN2C(=O)C3CC=CCC3C2=O)cc1S(=O)(=O)N1CCCCC1 (centres undefined)	-2	-5	-1.1	-4	-4	-2.9	36	0	96	-1
O=C(Nc1ccc(NC(=O)C2CCCCC2)nc1)c1cccc(F)c1	/	-5	-0.4	1	-2	-2.7	-5	2	111	-3
NC(=O)NC1CCCc2c1[nH]c1ccc(Cl)cc21 (centres undefined)	/	-6	0.4	3	/	-0.8	11	-4	98	-2
COc1cccc(OC)c1C(=O)OCC(=O)Nc1cccnc1Cl	2	-6	0.6	-6	-6	-1.1	10	-3	/	3
COc1ccc(OC)c2c1sc(=NC(=O)c1ccco1)n2C	/	-8	0.9	-1	1	0.0	9	-4	88	4
Fc1ccc2nc(N3CCCCC3)sc2c1	48	-12	3.2	-3	-1	0.0	-9	-6	109	-3
Cc1cc(C(=O)OCC(=O)c2c(N)n(C)c(=O)n(C)c2=O)c(C)n1-c1ccccc1	1	-2	1.6	0	-1	-0.5	1	-1	109	1
COc1ccc(CNC(=O)C(OC(=O)c2cccs2)C(C)C)cc1 (centres undefined)	25	-4	-0.4	2	2	-1.3	37	1	110	0
O=S(=O)(/N=C(/Nc1nc2ccccc2s1)c1ccccc1)c1ccc(F)cc1	0	-2	0.5	-7	2	-2.0	19	6	104	5
CCCCCCCCS(=O)C1CS(=O)(=O)CC1O (centres undefined)	1	2	-7.2	-5	/	-0.6	-1	0	115	1
CNNC(=S)Nc1ccc(Cl)cc1	13	-6	-1.1	-3	3	0.1	-20	-3	/	4
Cc1ccccc1C(=O)N1CCN(c2ccc([N+](=O)[O-])c(NCc3ccco3)c2)CC1	6	-1	0.0	-2	-1	/	8	1	99	1
CCOCCc1nnc(NC(=O)C2CCN(C(=O)c3ccco3)CC2)s1	16	-10	-2.6	-3	-3	-0.4	39	0	114	-1
O=C(Nc1cccc(Cl)c1)c1ccccc1	/	-18	1.8	1	-4	-2.4	0	-3	98	7
O=C(CSc1nnc(-c2ccc(O)cc2)o1)Nc1ccccc1	-5	-3	-1.3	-4	62*	-1.9	-8	-1	109	5
O=C(NCc1cccs1)C1CCN(c2nc3ccccc3o2)CC1	-3	5	-2.0	-1	-3	/	15	2	102	-7

The results go on:
molecule	NSD2 HMT inh	Cardiac RTF inh	C-LANA FP	Keap1 Nrf2 FP	CAL PDZ FP-1	CAL PDZ FP-2	Arrestin-AP2 inh	DAGLB inh	Pemphigus Ab inh	V-ATPase pHluor
NC(=O)C1CCN(C(=O)CCNS(=O)(=O)c2cc(Br)cnc2N)CC1	32	7	0.0	-5	0	-1.3	-12	2	100	-1
CC1(c2nnc(Cc3ccccc3)o2)CC(c2cccnc2)=NO1 (centres undefined)	/	-23	0.5	-8	-4	-0.9	-3	0	105	0
Oc1ccc(N2CCN(C(c3cccnc3)c3nnnn3Cc3ccccc3)CC2)cc1 (centres undefined)	/	-4	1.5	-3	-1	-3.4	22	1	107	4
CC(=O)c1cccc(NC(=O)NCCc2c[nH]c3ccccc23)c1	5	-1	0.5	0	24	-1.2	14	0	/	-2
CCC1Sc2ccc(S(=O)(=O)CCC(=O)Nc3ccccc3Cl)cc2NC1=O (centres undefined)	-10	4	-0.1	-2	-2	-2.0	-1	-5	97	-1

These rows are one share of the data; the hit share may differ from the screen's.
